Screening results from PubChem BioAssay.
aDG glyco up: increases alpha dystroglycan glycosylation | AID 624168 | 360,000 tested, 0.22% active | activation, % at 10 µM | Pro5-aDG cells, alpha-DG glycosylation AlphaScreen (IIH6); 0% Pro5, 100% B10-LARGE cell signal;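 active means activation of at least 8% versus controls, or a plate z-score of at least 8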;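 further: Pro5 are CHO cells carrying HIG-tagged alpha-DG that lacks glycosylation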
ABCB6 inh MLPCN: human ABCB6 transporter inhibition. K562-ABCB6 porphyrin accumulation, flow cytometry, 1 h; stronger effect = lower value. AID 602162. fluorescence ratio to DMSO, % at 10 µM. Q9NP58. 360,000 tested, 0.19% active;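 active means fluorescence ratio to DMSO below 75%, the collection mean minus 3 SD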;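 further: signal is porphyrin accumulated inside mitochondria; 100% equals median channel fluorescence of DMSO control wells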
Exocytosis inh: lytic granule exocytosis inhibition; TALL-104 LAMP-1 surface exposure, flow cytometry; cells stimulated with thapsigargin and PMA; inhibition, % at 10 µM; 360,000 tested, 0.66% active; AID 651702;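 active means inhibition above about 55%, limit read from the data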
Glyco luc inh: blocks N-linked glycosylation in D54 reporter cells; D54 ERlucT glycosylation luciferase reporter, 24 h; percent of 100 nM tunicamycin response; reporter increase, % at 12.5 µM; 360,000 tested, 0.23% active; AID 588692;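 active means mean luciferase reporter signal, scaled so untreated is 0 and the glycosylation-blocking control 100, at or above a set limit in every replicate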;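 further: luciferase carries N-glycosylation sites so blocking glycosylation raises the light; 0% = median of neutral control wells and 100% = median of 100 nM tunicamycin wells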
ABHD5 PLIN5 PPI: blocks binding of human ABHD5 to perilipin-5; Q00G26+Q8WTS1; Split G. princeps luciferase complementation, luminescence, 4 h; inhibition, % at 4 µM; 360,000 tested, 0.78% active; AID 602281;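 active means inhibition above the mean inhibition across every tested compound plus 3 SD, cut at about 22% in these data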;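 further: 0% = DMSO only wells and the 100% control is not disclosed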
hiPSC survival: hiPSC single-cell survival enhancement; survival enhancement, % at 20 µM; 360,000 tested, 0.044% active; ATPlite luminescence; 100% = ROCK inhibitor wells, 0% = DMSO; AID 602274; in the data active means survival enhancement above about 18%;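 further: cells exposed to compounds for 16 hours before the ATP read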
m5-HT2A agonist: activates the mouse 5-HT2A serotonin receptor. activation, % at 7.6 µM. 360,000 tested, 0.66% active. CHO-K1 mHTR2A beta-arrestin complementation, luminescence; percent of 30 µM serotonin response;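 active means activation above a run cutoff, the mean activation of all tested compounds plus 3 SD, cut at about 14% in these data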;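 further: 0% = plate median of compound wells and 100% = 30 µM serotonin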
Target sequence (P35363 whole entry, looked up): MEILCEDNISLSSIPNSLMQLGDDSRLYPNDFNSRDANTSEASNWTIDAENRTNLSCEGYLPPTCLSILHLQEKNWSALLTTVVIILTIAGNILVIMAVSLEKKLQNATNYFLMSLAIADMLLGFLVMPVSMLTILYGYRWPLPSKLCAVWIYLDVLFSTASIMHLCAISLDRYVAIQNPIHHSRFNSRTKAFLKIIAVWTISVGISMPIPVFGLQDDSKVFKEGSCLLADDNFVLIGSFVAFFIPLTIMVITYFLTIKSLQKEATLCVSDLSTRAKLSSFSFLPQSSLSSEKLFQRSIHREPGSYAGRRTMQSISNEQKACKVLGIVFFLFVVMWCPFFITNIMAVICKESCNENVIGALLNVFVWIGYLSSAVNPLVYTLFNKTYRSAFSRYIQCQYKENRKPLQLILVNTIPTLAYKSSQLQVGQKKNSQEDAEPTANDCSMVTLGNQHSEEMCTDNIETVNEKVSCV
MC4R antag cAMP: antagonists of human melanocortin 4 receptor (MC4R); MC4R-expressing cells, MTII-stimulated cAMP, LANCE TR-FRET; inhibition, % at 6.5 µM; 360,000 tested, 0.48% active; AID 540295;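 active means inhibition above its plate's cutoff, the mean of tested wells on that plate plus 3 SD, cut at about 29% in these data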;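 further: 0% = Melanotan II alone and 100% = Melanotan II plus saturating MCL0020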
Target sequence (P32245 whole entry, looked up): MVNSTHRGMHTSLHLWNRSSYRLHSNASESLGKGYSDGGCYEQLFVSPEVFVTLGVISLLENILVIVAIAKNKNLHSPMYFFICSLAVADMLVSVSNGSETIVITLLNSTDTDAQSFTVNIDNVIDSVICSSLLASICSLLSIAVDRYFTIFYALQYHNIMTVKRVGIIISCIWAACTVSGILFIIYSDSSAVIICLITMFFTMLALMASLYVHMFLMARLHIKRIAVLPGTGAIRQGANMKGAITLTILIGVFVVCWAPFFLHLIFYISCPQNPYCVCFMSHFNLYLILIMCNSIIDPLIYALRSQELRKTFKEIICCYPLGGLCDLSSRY
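Assay system: U2OS cells stably expressing human melanocortin 4 receptor (MC4R) / Dosing: 6.5 µM / Timing: compound 30 min, challenge 1 h, detection 1 h / Measured by: Eu-cAMP/anti-cAMP TR-FRET, emission 671 nm / Replicates: singlicate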
Cardio protect: myocardial damage modulation in H9c2 cells. H9c2 cardiomyocytes, H2O2 injury protection, ATPLite, 2 h. protection from H2O2 cell death, % at 20 µM. 360,000 tested, 0.63% active;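 active means compounds giving at least 50% protection of heart cells from peroxide-induced death in the single-dose screen, raw or plate-pattern-corrected value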;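 further: 0% = DMSO wells with peroxide and 100% = DMSO wells without peroxide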
MC4R ag barr: human MC4R agonism via beta-arrestin; P32245; U2OS MC4R beta-arrestin complementation, luminescence; percent of melanotan II response, DMSO zero; 360,000 tested, 0.98% active; activation, % at 8.9 µM; AID 540308;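 active means activation above a per-plate cutoff, the mean activation of sample wells on that plate plus 3 SD, cut at about 8% in these data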
Active calls of the source: *; . = not tested or not shown.

SMILES	aDG glyco up	ABCB6 inh MLPCN	Exocytosis inh	Glyco luc inh	ABHD5 PLIN5 PPI	hiPSC survival	m5-HT2A agonist	MC4R antag cAMP	Cardio protect	MC4R ag barr
O=C(NCCC1=CCCCC1)c1ccc(CN2CCOCC2)cc1	-0.1	91	-2	-7	-8	-0.4	-2	0	-1	-2.9
Cc1nc2ncnn2c(N2CCN(C(=O)c3cccc(F)c3)CC2)c1C	0.5	89	-3	4	-7	-0.4	-3	2	2	-0.9
Nc1nnc(CC(=O)N2CCCCC2)s1	-0.1	101	0	2	6	4.4	9	3	1	0.0
O=C(Cc1ccccc1)c1c[nH]c(C(=O)C(Cl)(Cl)Cl)c1	0.3	135	11	1	4	-0.5	3	-25	-2	-0.9
COc1ccc(S(=O)(=O)N2CCCC(C(=O)NCc3ccncc3)C2)cc1Cl (stereo not drawn)	0.2	87	-1	-1	5	-0.8	-2	6	-6	-0.6
O=C(O)CCCC(=O)Nc1ccccc1C(=O)O	-0.1	98	0	2	1	1.0	1	9	-3	-2.4
N#Cc1c2n(c(=S)n(-c3ccccc3[N+](=O)[O-])c1=O)CCCCC2	-0.1	99	1	-1	-5	0.1	-5	-2	-3	-2.1
Cn1c(=O)c2c(C(=O)O)cc(-c3ccccc3)nc2n(Cc2ccccc2)c1=O	-0.1	95	-2	-1	7	0.1	2	9	4	0.4
Cc1ccc(CSc2nnc(NC(=O)C3COc4ccccc4O3)s2)cc1 (stereo not drawn)	-0.2	102	-1	4	-2	3.1	-5	-1	-10	1.6
Cc1ccc2[nH]c(=O)c3cc(C(=O)N(C)c4ccccc4C)sc3c2c1	0.1	98	1	22	0	-0.7	7	-29	-3	-1.9
CC(=O)Nc1cccc(NC(=O)C(C)N2c3cccc4cccc(c34)S2(=O)=O)c1 (stereo not drawn)	-0.1	97	4	1	3	-0.4	1	9	-5	1.0
O=C(CCN1CCOCC1)NNC(=S)NC(=O)c1ccc(Br)cc1	0.1	80	0	0	-14	1.3	0	0	-1	-1.0
Cc1ccc(S(=O)(=O)N2C3CC(c4ccccc4)N(S(=O)(=O)c4cccc(Cl)c4)CC3C(=O)C[C@H]2c2ccccc2)cc1 (stereo partly drawn)	-0.2	.	-5	.	-3	.	3	.	.	.
CCCOC(=O)c1c(NC(=O)/C=C/c2cnn(C)c2C)sc(C(=O)OCC)c1C	0.0	99	-2	-1	-1	2.4	2	7	9	0.1
O=C(C1CCC(CNS(=O)(=O)c2cccs2)CC1)N1CCN(c2ccc(F)cc2)CC1 (stereo not drawn)	0.4	91	20	-7	5	-0.3	-1	3	-4	2.2
Cc1nn(C)c(N)c1C(O)(c1nccn1C)C(F)(F)F (stereo not drawn)	0.0	95	0	1	2	-3.8	6	3	-3	0.1
C[C@H](CO)N1C[C@H](C)[C@H](CN(C)S(=O)(=O)c2cccs2)OCc2cnnn2CCCC1=O	-0.1	95	-2	0	-9	5.9	-3	1	5	-0.3
O=C(CSc1nnc(-c2ccc(F)cc2)o1)N1CCCC1	0.2	168	-2	3	10	0.2	2	-1	0	-0.1
Cc1ccc(C)c(-c2csc(NC(=O)C3=COCCO3)n2)c1	0.5	104	2	-2	0	-0.5	0	2	-13	-2.1
CCN1C(=O)/C(=C\N2CCOCC2)SC1=S	-0.2	97	14	2	2	13	2	-4	-4	-0.9
Cc1ccc(S(=O)(=O)Cn2nnnc2C(c2ccccc2)N2CCN(c3ccccc3)CC2)cc1 (stereo not drawn)	0.6	100	-3	-2	-2	3.4	9	12	-7	0.2
CNC(=O)CC1C(=O)N(c2ccc(Cl)cc2)C(=S)N1CCc1ccc(OC)c(OC)c1 (stereo not drawn)	0.9	93	-3	0	8	0.1	2	5	-1	-1.6
COc1ccc(/C(N)=N/OC(=O)C2CCC(=O)N2S(=O)(=O)c2ccc(C)cc2)cc1OC (stereo not drawn)	-0.2	99	-3	1	-2	-2.7	7	5	-2	0.6
COc1ccc(NC(=O)C2CCCN(S(=O)(=O)c3cccnc3)C2)cc1OC (stereo not drawn)	-0.1	95	-2	0	4	-0.2	4	3	0	0.6
COc1ccccc1CC(NC(C)=O)C(=O)NC1CCN(C(=O)Nc2ccccc2F)CC1 (stereo not drawn)	0.0	96	23	4	5	0.0	2	1	-1	0.9
O=C(Nc1ccc(F)c(Cl)c1)c1cc(C2CCCN(C(=O)c3cccs3)C2)on1 (stereo not drawn)	0.2	93	0	-2	3	-2.3	-1	9	-2	-1.2
Cn1cc([N+](=O)[O-])c(C(=O)NCc2ccco2)n1	-0.2	97	-6	0	9	-0.5	3	-5	-2	0.5
CCCCn1c(S(=O)(=O)O)nc2ccccc21	0.0	100	-4	1	2	1.4	0	0	-6	-2.0
Cc1cc(C)cc(-n2ccnc2SCC(=O)Nc2nccs2)c1	0.0	96	-1	1	0	5.2	-7	-4	-13	-1.1
COc1ccccc1OCC(=O)Nc1cc(S(=O)(=O)N2CCOCC2)ccc1N1CCCCC1	0.2	88	-6	-5	5	-0.9	-7	12	-5	-1.0
O=c1c(Cl)c(N2CCC3(CC2)OCCO3)cnn1C12CC3CC(CC(C3)C1)C2	0.0	133	-3	1	1	0.1	-3	-5	8	0.3
C[C@H](CO)NC(=O)c1[nH]cnc1C(=O)Nc1ccc(CNC(=O)OC(C)(C)C)cc1	-0.2	96	-6	3	5	-1.7	0	12	-2	-1.2
O=C(Cn1cc2c(n1)CCCCC2)N1CCc2ccccc21	0.1	98	-5	-8	-2	-2.1	4	-2	-8	0.8
COc1cc(NC2c3ccccc3C(=O)N2Cc2ccc3c(c2)OCO3)cc(OC)c1 (stereo not drawn)	0.1	95	-1	-1	2	0.3	1	17	3	-0.6
CC12CCC3c4ccccc4CCC3(CO1)C2 (stereo not drawn)	0.2	93	2	2	-2	-2.0	-1	-6	-12	-1.6
COC(=O)/C=C1/N/C(=N\c2nc(C)cc(C)n2)N(c2ccc(Cl)cc2)C1=O	0.1	98	3	2	8	1.9	-3	0	2	-0.6
COc1ccc(S(=O)(=O)N2CCCCCC2)cc1C(=O)OCC(=O)NC1CCS(=O)(=O)C1 (stereo not drawn)	-0.1	98	5	2	-8	-0.1	-2	10	1	-1.4
Cn1cc(CN2CCC(n3nccc3NC(=O)Cc3ccccc3)CC2)cn1	0.3	106	-7	-1	-2	-0.4	-8	5	5	-3.0
CCCOc1cccn2c(N(C)C(=O)c3ccccc3F)c(CC)nc12	0.3	95	13	0	-4	-2.4	0	0	-1	-1.3
COc1ccc(S(=O)(=O)Nc2ccc(-c3ccc4nnc(C)n4n3)cc2)c(OC)c1	0.0	93	-4	9	13	-0.2	5	9	4	0.7
Cc1cccc(NC(=O)C2NC(=O)CC2c2ccccc2)c1C (stereo not drawn)	0.0	101	1	-7	-2	-1.0	-4	3	14	-0.9
C/C(Cl)=C/CN1C(=O)C2C3C=CC(C3)C2C1=O (stereo not drawn)	-0.2	96	-3	1	1	0.5	2	0	1	-1.6
Cn1c(-c2cccc3ccccc23)n[nH]c1=S	-0.1	78	0	4	-2	-1.5	4	0	7	-2.5
O=C(COC(=O)c1ccc(S(=O)(=O)N2CCOCC2)cc1)Nc1ccccc1OC(F)F	-0.3	99	-2	2	3	1.7	4	22	8	-2.5
O=S(=O)(NCC(c1cccnc1)N1CCN(c2ccccc2)CC1)c1cccs1 (stereo not drawn)	0.1	93	2	0	4	0.4	-5	-6	8	-1.1
CN1CCN(C(CNS(=O)(=O)c2ccc(Cl)cc2)c2cccnc2)CC1 (stereo not drawn)	0.0	99	-1	-1	4	3.3	-1	-1	-2	2.1
Cc1nc2ccccc2n1C(=O)N(C)C	0.0	91	0	3	2	1.8	1	0	17	0.6
C[C@H](CO)N1C[C@H](C)[C@@H](CN(C)C(=O)Nc2cccc(Oc3ccccn3)c2)OCc2cnnn2CCCC1=O	-0.1	102	-6	1	-4	-3.1	-1	2	2	0.2

An excerpt from above in order of their number in Glyco luc inh, ascending.
structure | Glyco luc inh
COc1ccc(S(=O)(=O)N2CCCCCC2)cc1C(=O)OCC(=O)NC1CCS(=O)(=O)C1 (stereo not drawn) | 2
Cc1nc2ccccc2n1C(=O)N(C)C | 3
Cn1c(-c2cccc3ccccc23)n[nH]c1=S | 4

(listing goes on)
SMILES	aDG glyco up	ABCB6 inh MLPCN	Exocytosis inh	Glyco luc inh	ABHD5 PLIN5 PPI	hiPSC survival	m5-HT2A agonist	MC4R antag cAMP	Cardio protect	MC4R ag barr
CC(C)NCC(O)COC1CCC(C(C)(C)C)CC1 (stereo not drawn)	0.5	101	1	-1	10	1.4	10	-8	4	4.1
S=C(NCCc1ccccn1)Nc1cccc(Cl)c1	0.3	104	5	-1	1	0.2	-2	-9	-1	-1.0
O=C(Nc1ccc(S(=O)(=O)N2CCOCC2)cc1)c1cc([N+](=O)[O-])ccc1Cl	0.0	101	2	-2	-6	0.3	2	18	3	2.5
O=C(CSC1=N/C(=C/c2ccco2)C(=O)N1c1ccc(OC(F)F)cc1)NC1CCS(=O)(=O)C1 (stereo not drawn)	0.1	103	1	-2	8	-4.5	3	-1	0	0.0
Cn1c(C(=O)O)cc2c(=O)n3ccccc3nc21	-0.1	99	3	4	7	0.5	3	5	-9	-1.5
CCCC(=O)NC(=S)Nc1ccc(CN2CCOCC2)cc1	0.0	96	-6	-1	0	-0.2	-6	3	-2	-4.7
Cc1ccc(NC(=O)Cn2nc(-c3ccco3)ccc2=O)cc1Cl	-0.2	93	-5	-2	2	0.5	-6	1	-1	-4.8
COc1ccc(-n2c(C)cc(/C=C(\C#N)C(=O)NCc3ccco3)c2C)cc1	-0.1	99	0	1	7	-0.5	3	11	-2	-0.7
COc1ccccc1NC(=O)c1ccc(NC(=O)CSc2nnnn2C)cc1	0.6	95	-2	-1	3	-1.9	-1	2	-1	-2.2
CCc1nnc(NS(=O)(=O)c2ccc(NC(=O)c3ccccc3OC)cc2)s1	-0.3	89	2	1	2	-0.4	4	1	2	-1.6
CC(C)(C)c1ccc(S(=O)(=O)N2CCSC2)cc1	0.2	99	2	-2	-4	-0.4	-2	1	-8	-0.3
CN(C)S(=O)(=O)c1cccc(C(=O)N2CCc3ccccc32)c1	-0.2	93	0	1	2	2.4	3	3	-14	-0.2
CC1(C)CC(=O)C(C#N)=C(NCCCO)C1	-0.2	94	-1	-1	-1	1.5	-3	12	10	-0.2
COc1ccc2[nH]c3c(c2c1)CCN1C(=O)N([C@@H](C)C(=O)NCCc2ccc(F)cc2)C(=O)[C@]31C	1.2	101	4	0	3	-0.6	0	7	-7	0.0
COc1ccc(S(=O)(=O)Nc2cccc3c2O[C@H](CN(C)Cc2ccc(Oc4ccccc4)cc2)[C@@H](C)CN([C@H](C)CO)C3=O)cc1	0.2	101	-3	-6	10	-3.0	-5	8	-5	0.1
COc1ccc(C(=O)COC(=O)c2cc3ccccc3oc2=O)c(OC)c1	-0.1	91	9	1	-2	-0.4	7	1	7	-2.2
